Large T inhibition – TAg ATPase/helicase activity blockers – biochemical (AID 1903); inhibition, % at 20 µM, or IC50 in µM where a hit was titrated; hit rate 0.39% among 310,000; SV40 large T antigen ATPase/helicase inhibition assay; higher % means a stronger effect; in the data active means a potency from the dose series; inconclusive means inhibition mostly from about 32% at the one dose, without a potency; inactive means the rest, 99 in 100 with inhibition below about 32%; further: strong numbers were not always called active
RSV antiviral HEp-2 – inhibition of RSV-induced cytopathic effect – HEp-2 cells, primary 10 µM value included (AID 2391); HEp-2 cells, RSV-induced CPE inhibition; higher % means a stronger effect; CPE inhibition, % at 10 µM, or IC50 in µM where a hit was titrated; hit rate 0.13% among 310,000; in the data active means a potency from the dose series; inconclusive means CPE inhibition mostly from about 23% at the one dose, without a potency; inactive means the rest, 99 in 100 with CPE inhibition below about 21%; further: strong numbers were not always called active
PhoP inhibition – PhoP-dependent GFP reporter repression – Salmonella Typhimurium, primary screen (AID 1863). S. Typhimurium PhoP-regulated promoter GFP reporter, 4 h; higher % means a stronger effect. hit rate 0.16% among 300,000. inhibition, % at 50 µM; hits with a dose series show IC50 in µM;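 active means inhibition over 29.93%, a cutoff 3 SD above the screen mean, later confirmed by dose response; inconclusive means inhibition over 29.93% but no dose response follow-up; inactive means inhibition at most 29.93% or unconfirmed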;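 further: 0% = low Mg2+ inducing control and 100% = high Mg2+ repressing control; strong numbers were not always called active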
GPR55 antagonists – inhibition of LPI-stimulated GPR55 beta-arrestin translocation – imaging, U2OS, beta-arrestin-GFP, LPI agonist, primary screen (AID 2013); U2OS GPR55 beta-arrestin-GFP translocation imaging, LPI antagonism; higher % means a stronger effect; inhibition, % at 10 µM, or IC50 in µM where a hit was titrated; hit rate 0.13% among 290,000;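 active means spots per cell inhibited over 60%, with over 100 cells counted and total cytoplasm intensity under 500,000; inconclusive means wells with under 100 cells, flagged as likely toxic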;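 further: U2OS cells stably carrying GPR55 and arrestin-GFP stimulated by 5 µM LPI near EC80; imaged beta-arrestin-GFP aggregate spots per cell after agonist stimulation; plate controls were LPI-stimulated DMSO wells for no effect and DMSO wells without LPI for full effect; some results filed as inactive read as strong as hits; confirmed hits need IC50 under 10 µM and bright autofluorescent wells are also inconclusive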
GPR35 arrestin U2OS – GPR35 antagonists blocking zaprinast-driven arrestin recruitment, primary screen, imaging, U2OS, beta-arrestin-GFP, zaprinast agonist (AID 2058); U2OS GPR35 beta-arrestin-GFP translocation imaging, zaprinast antagonism; higher % means a stronger effect; one-dose inhibition, % at 10 µM; IC50 in µM for titrated hits; hit rate 0.052% among 290,000;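 active means inhibition of at least 50% with at least 30 cells and total cytoplasm GFP at most 10,000,000; inconclusive means under 30 cells or total GFP of 10,000,000 plus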
Dengue-2 NS5 capping – Dengue-2 NS5 methyltransferase inhibitors, primary screen, biochemical, confirmation dose response (AID 588689) | hit rate 0.3% among 340,000 | Dengue-2 NS5 methyltransferase capping enzyme assay, biochemical; higher % means a stronger effect | inhibition, % at 25 µM, or IC50 in µM where a hit was titrated; in the data active means a potency from the dose series; inconclusive means inhibition above about 29% without an active follow-up result
Rac1 GTP hydrolysis – MgcRacGAP GTPase-activating activity inhibitors, confirmation, biochemical, ADP Hunter fluorescence | MgcRacGAP-stimulated Rac1 GTP hydrolysis, ADP Hunter fluorescence; higher % means a stronger effect; GST-tagged Rac1 F28L mutant substrate | inhibition, % at 30 µM, or IC50 in µM where a hit was titrated | hit rate 0.6% among 340,000 | AID 624330;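 active means first-screen hits whose inhibition reached a set limit at any dose in the follow-up dose series; inconclusive means inhibition above the set first-screen limit but never retested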;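 further: fluorescence reports GDP produced by GAP-driven GTP hydrolysis; strong numbers were not always called active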
HIV peptide binding – cell-free HIV fusion peptide-binding blockers – biochemical, uHTS, fluorescence dequenching, primary screen (AID 1986). cell-free peptide binding, fluorescence dequenching, 30 min; higher % means a stronger effect. inhibition, % at 20 µM; hits with a dose series show IC50 in µM. hit rate 0.3% among 290,000; in the data active means inhibition mostly above about 52%, no sharp cut-off; inactive means mostly below about 76%; further: some results filed as inactive read as strong as hits
UTI89 phage lysis – protection from phage-mediated lysis, alamar blue read-out – E. coli UTI89, K1F phage, bacterial capsule biogenesis inhibitors (AID 488966); hit rate 0.02% among 340,000; inhibition, % at 100 µM, or IC50 in µM where a hit was titrated; E. coli UTI89 K1F phage lysis, alamar blue, 2 h; higher % means a stronger effect;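 active means phage lysis inhibition, versus mean bacterial control, above a set limit; inconclusive means no clear call, values can overlap the other calls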;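 further: capsule biogenesis inhibitors block K1F phage lysis so surviving cells raise fluorescence; higher fluorescence means more inhibition of phage lysis; actives were called in the ten point dose series up to 300 µM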
* = called active by the depositor; i = inactive; ? = inconclusive; / = not tested or not shown; [ ] = another dose, or the depositor's remark. Hits appear at their usual frequency. About 1.5% of those tested had a hit in this group.

Results follow in this order: Large T inhibition, RSV antiviral HEp-2, PhoP inhibition, GPR55 antagonists, GPR35 arrestin U2OS, Dengue-2 NS5 capping, Rac1 GTP hydrolysis, HIV peptide binding, UTI89 phage lysis
COC(=O)C(CCSC)NC(=O)c1cccc([N+](=O)[O-])c1 (configuration not stated)
  0.6%, 1.7%, 31.8%, 25.2%, 11.3%, -1.6%, 4.0%, -1.9%, -1.6%
COc1cc(/C=N/NC(=O)Cn2nc([N+](=O)[O-])cc2C)cc(Br)c1OCc1ccccc1
  28.0%, 5.6%, -2.1%, 9.6%, 2.7%, -11.7%, -3.5%, 1.6%, 0.8%
O=C(COC(=O)c1ccc(Oc2ccccc2)cc1)Nc1nnc(-c2ccccc2)o1
  5.6%, -0.9%, -8.5%, 4.4%, 8.2%, -4.4%, 2.4%, 31.1%, 0.4%
Cc1ccc(C(=O)N2CCc3ccccc3C2)cc1S(=O)(=O)N1CCOCC1
  4.5%, 1.2%, -5.9%, 5.0%, -1.2%, -4.5%, 7.2%, -2.0%, -0.1%
COc1ccc2[nH]c3ccc(OC)cc3c2c1
  1.7%, 3.1%, 2.6%, -2.1%, 11.0%, -3.9%, 18.5%, -0.8%, 1.1%
CCCCn1c(SCC(=O)N2CCCc3ccccc32)nc2c1c(=O)n(C)c(=O)n2C
  15.8%, 2.7%, -3.6%, 3.3%, 14.8%, 0.8%, 2.4%, 3.0%, 0.1%
CCN1CCN(CC(=O)N/N=C/c2ccc(F)cc2F)CC1
  17.9%, 0.9%, -5.6%, -1.0%, -6.2%, -5.1%, -0.4%, -0.5%, i
O=C(CCCCCN1C(=O)c2cccc3cccc(c23)C1=O)NCc1cccnc1
  4.1%, 17.5%, -2.3%, -26.0%, -6.5%, /, /, 0.5%, /
Cc1ccccc1Cn1cc(NC(=O)c2cc(-c3ccco3)on2)cn1
  3.0%, -1.6%, -7.9%, -5.5%, 2.4%, 3.5%, -1.0%, 5.7%, 0.0%
CCOc1ccccc1C(=O)Nc1ccccc1O
  15.1%, 2.2%, -2.0%, -0.9%, 2.9%, -3.9%, 9.2%, -0.4%, -0.5%

A different layout for 2 compounds above.
| molecule | Large T inhibition | RSV antiviral HEp-2 | PhoP inhibition | GPR55 antagonists | GPR35 arrestin U2OS | Dengue-2 NS5 capping | Rac1 GTP hydrolysis | HIV peptide binding | UTI89 phage lysis |
| --- | --- | --- | --- | --- | --- | --- | --- | --- | --- |
| O=C(CCCCCN1C(=O)c2cccc3cccc(c23)C1=O)NCc1cccnc1 | 4.1% | 17.5% | -2.3% | -26.0% | -6.5% | / | / | 0.5% | / |
| Cc1ccccc1Cn1cc(NC(=O)c2cc(-c3ccco3)on2)cn1 | 3.0% | -1.6% | -7.9% | -5.5% | 2.4% | 3.5% | -1.0% | 5.7% | 0.0% |

Carrying on:
Results follow in this order: Large T inhibition, RSV antiviral HEp-2, PhoP inhibition, GPR55 antagonists, GPR35 arrestin U2OS, Dengue-2 NS5 capping, Rac1 GTP hydrolysis, HIV peptide binding, UTI89 phage lysis
Cc1ccc(S(=O)(=O)NCc2ccccc2)cc1
  6.2%, 1.0%, -1.6%, -8.5%, 11.0%, -10.5%, 6.8%, -0.1%, -0.9%
CC1CC(Nc2ccccc2)c2ccccc2N1C(=O)c1ccncc1 (configuration not stated)
  -1.1%, -1.2%, 3.1%, -0.2%, 12.6%, -9.0%, -1.0%, 1.6%, -0.2%
CS(=O)(=O)N(CC(=O)N1CCCCCC1)Cc1ccc(Cl)cc1
  -10.3%, -0.2%, 9.9%, 6.5%, -0.7%, 0.0%, 6.1%, 1.9%, 3.0%
Cc1ccc(NC(=O)CSc2nc3ccccc3c(=O)n2CCCC(=O)NCCCN2CCOCC2)cc1
  -2.1%, -1.5%, -0.1%, 2.3%, -11.6%, 3.0%, -1.0%, 0.8%, 0.1%
COc1ccc(NC(=O)CN(C)C(=O)c2cccc(NS(=O)(=O)c3ccc(Br)cc3)c2)cc1
  12.5%, 5.0%, -4.4%, /, /, -5.8%, 10.4%, /, -0.7%[50 µM]
O=C(NNc1ccc([N+](=O)[O-])cc1)c1ccccc1F
  14.5%, /, -2.6%, -3.4%, -11.1%, -31.6%, 0.2%, -2.0%, 0.8%
C[C@@]12C(=O)Nc3cc(Cl)ccc3C(=O)N1[C@H]1c3cc(Br)ccc3OC[C@@H]1[C@@H]2c1ccccc1
  5.0%, -1.1%, /, /, /, -7.0%, 11.9%, /, 0.8%
COc1cc(-c2cc(C(=O)N3CCN(c4ccccn4)CC3)c3ccccc3n2)cc(OC)c1OC
  12.0%, 3.4%, -0.1%, /, /, 3.6%, -7.2%, /, -0.5%
CC(C)c1ccc(NC(=S)NNC(=O)c2cccnc2)cc1
  12.8%, 3.6%, -2.8%, 16.4%, 5.9%, -16.7%, 11.8%, -2.3%, -0.1%
Cc1cccc(N2CCN(C(=O)C3CCCCC3)CC2)c1C
  10.7%, ?, 14.5%, -9.9%, 20.9%, -1.4%, 0.0%, 4.4%, 1.4%[50 µM]
CCN(CC(=O)Nc1ccc2c(c1)OCCO2)C(=O)c1ccc(C)c(S(=O)(=O)N2CCOCC2)c1
  17.8%, -1.4%, -5.1%, /, /, -9.4%, 8.2%, /, 1.4%[50 µM]
O=[n+]1cc(-c2ccccc2)n([O-])c2c1CCCCC2
  7.3%, 1.7%, 16.4%, 6.8%, 15.3%, -3.6%, -0.7%, -2.5%, 1.5%
COc1ccc(Oc2ccc(C(F)(F)F)cc2NC(=O)CC(CC(=O)O)c2ccccc2)cc1 (configuration not stated)
  14.2%, 1.8%, 1.5%, 0.8%, -9.6%, 8.8%, 5.5%, 9.6%, 0.0%
CCOC(=O)C1(CCOc2ccccc2)CCN(Cc2ccc(C)o2)CC1
  13.3%, 21.2%, 0.7%, 30.1%, 4.5%, -3.1%, -1.5%, -0.7%, -1.5%
FC(F)(F)c1ccc(CN2C[C@@H]3C(c4ccc(C(F)(F)F)cc4)C4(c5cccnc5)CC3(C4)[C@H]2c2ccccc2)cc1 (some centres not stated)
  2.8%, 15.8%, -7.0%, 3.7%, -11.1%, -4.0%, 0.8%, 0.2%, 1.2%
COc1cccc(CNC(=O)CSc2nc(=O)n(Cc3ccncc3)c3c2CCC3)c1
  25.0%, 0.1%, -3.8%, /, /, 2.2%, 3.1%, /, 2.1%[50 µM]
CC(C)CC(=O)Nc1ccnn1C1CCN(C(=O)c2ccccc2F)CC1
  19.5%, 1.4%, -0.3%, -11.2%, -2.4%, -2.6%, 8.0%, 1.8%, 0.0%
COc1ccc(OC)c(/C=C/C(=O)NCCc2nc3ccccc3[nH]2)c1
  15.8%, /, -0.5%, 4.5%, 3.4%, -7.7%, 8.9%, -1.9%, 1.7%
O=C(CSc1nnc2scc(-c3ccccc3)n12)N1CCCc2ccccc21
  1.8%, 4.2%, -1.9%, 12.4%, 1.0%, 0.0%, 3.0%, -1.1%, -2.7%
Nc1nnc(SCc2cn3cc(Cl)ccc3n2)s1
  -2.3%, 1.3%, 5.2%, 19.0%, 4.6%, /, 3.6%, 0.3%, 1.2%
Cc1cccc(C(=O)NCC(=O)N2CCCC2)c1
  8.3%, 2.4%, -5.0%, 21.4%, 11.1%, -3.2%, -8.5%, 0.4%, -0.6%[50 µM]
C#CC[N+](C)(C)CCCCCCCC
  -12.6%, 3.5%, 7.0%, 6.6%, -11.8%, 1.8%, 6.2%, 2.2%, 0.0%
Cc1ccc(SC[C@H](C)CN2CC[C@H](NC(=O)OCc3ccccc3)CCC2=O)cc1
  5.7%, 0.5%, -1.2%, -0.2%, -8.8%, 5.6%, -6.2%, 3.0%, -0.1%
CC(=O)Nc1ccccc1Sc1ccccc1
  0.7%, -0.3%, 10.2%, -1.2%, 4.5%, -0.8%, 3.5%, -1.1%, 6.4%
CCc1ccccc1NC(=S)N1CCNC(=O)C1CC(=O)OC (configuration not stated)
  5.3%, 0.6%, 0.4%, 3.2%, -10.3%, 0.7%, 4.6%, 0.8%, -0.9%
CCOC(=O)Cn1nc(-c2ccc(C)cc2)c2ccccc2c1=O
  20.5%, 0.5%, -11.6%, -13.6%, 1.8%, 0.8%, 6.8%, -0.8%, 0.3%
CC1(C)C(=O)OC(C(=O)c2ccc(Cl)cc2)C(C)(C)C1=O (configuration not stated)
  7.0%, 0.8%, -18.1%, -3.0%, -6.3%, -8.7%, -1.1%, -1.3%, 3.1%
CCn1cc(CN2CCN(CC(C)(C)C)C(CCO)C2)c2ccccc21 (configuration not stated)
  11.2%, 0.9%, 2.1%, 5.9%, -22.6%, 0.4%, 14.4%, 0.2%, -1.1%
COc1ccccc1C(=O)/C=C/c1ccc(N2CCCCC2)c([N+](=O)[O-])c1
  0.2%, -1.7%, 4.4%, -0.3%, 6.1%, 4.5%, 5.3%, -1.2%, 0.8%
COc1ccc(OC)c(NS(=O)(=O)c2cccc3cccnc23)c1
  5.9%, 1.1%, 5.5%, 7.0%, -8.1%, 5.5%, 4.3%, 0.4%, 0.1%
CCOC(=O)c1ccc(Oc2nc(N(C)C)nc(N3CCOCC3)n2)cc1
  3.3%, 2.3%, 2.4%, 58.7%, -3.9%, -6.3%, 6.8%, 1.3%, 0.9%
Cc1ccc(-n2cnc3scc(-c4cccs4)c3c2=O)cc1
  3.8%, 7.8%, 0.2%, 0.7%, -4.9%, -2.0%, 11.4%, -3.2%, 0.6%
O=[N+]([O-])c1ccc2nc(NS(=O)(=O)c3ccc(F)cc3)sc2c1
  5.0%, -0.8%, 11.1%, -6.7%, 0.5%, 14.2%, -0.5%, 18.9%, -0.5%
Cc1cc(C)n(-c2nc3ccccc3nc2N2CCC(C)CC2)n1
  -1.2%, -1.7%, 9.6%, -4.5%, 3.1%, 0.0%, 16.1%, 0.8%, 0.8%
C=CCn1c(=O)c(C(=O)NCCNCC)c(O)c2ccccc21
  -7.0%, -1.1%, 16.0%, 1.9%, 10.0%, 2.1%, -5.2%, -2.5%, -0.4%
CCN1CCN(Cc2ccc(NC(=O)Nc3ccc(SC)cc3)cc2)CC1
  3.4%, -0.8%, 11.3%, -2.4%, -15.0%, -5.4%, 13.3%, -0.2%, 0.4%
C/C(CCC(C)C)=N\Nc1cc(C)c2ccccc2n1
  17.8%, 1.8%, -3.1%, 35.9%, -5.0%, -20.0%, -14.8%, -3.2%, 1.8%
CCOc1cc(NC(=S)NCCCN2CCOCC2)c(OCC)cc1NC(=O)C(C)C
  14.4%, 1.1%, -1.5%, -7.9%, -4.2%, -3.7%, 12.0%, -1.6%, 4.6%
